GPR55 LPI antagonism = GPR55 antagonists blocking LPI-driven arrestin recruitment, primary screen, imaging, U2OS, beta-arrestin-GFP, LPI agonist (AID 2013); inhibition, % at 10 µM, or IC50 in µM where a hit was titrated; 290,000 compounds, 0.13% hits; U2OS GPR55 beta-arrestin-GFP translocation imaging, LPI antagonism; higher % means a stronger effect;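 active = spots per cell inhibited over 60%, with over 100 cells counted and total cytoplasm intensity under 500,000; inconclusive = wells with under 100 cells, flagged as likely toxic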;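 also: U2OS cells stably carrying GPR55 and arrestin-GFP stimulated by 5 µM LPI near EC80; imaged beta-arrestin-GFP aggregate spots per cell after agonist stimulation; plate controls were LPI-stimulated DMSO wells for no effect and DMSO wells without LPI for full effect; some results filed as inactive read as strong as hits; confirmed hits need IC50 under 10 µM and bright autofluorescent wells are also inconclusive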
MgcRacGAP inhibition = MgcRacGAP GTPase-activating activity inhibitors, confirmation, biochemical, ADP Hunter fluorescence; MgcRacGAP-stimulated Rac1 GTP hydrolysis, ADP Hunter fluorescence; higher % means a stronger effect; GST-tagged Rac1 F28L mutant substrate; one-dose inhibition, % at 30 µM; IC50 in µM for titrated hits; 340,000 compounds, 0.6% hits; AID 624330;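 active = first-screen hits whose inhibition reached a set limit at any dose in the follow-up dose series; inconclusive = inhibition above the set first-screen limit but never retested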;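 also: fluorescence reports GDP produced by GAP-driven GTP hydrolysis; strong numbers were not always called active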
Large T inhibition = SV40 large T antigen inhibitors, biochemical (AID 1903). SV40 large T antigen ATPase/helicase inhibition assay; higher % means a stronger effect. 310,000 compounds, 0.39% hits. one-dose inhibition, % at 20 µM; IC50 in µM for titrated hits; in the data active = a potency from the dose series; inconclusive = inhibition mostly from about 32% at the one dose, without a potency; inactive = the rest, 99 in 100 with inhibition below about 32%; also: strong numbers were not always called active
HIV fusion peptide = inhibitors of HIV fusion peptide binding, primary screen, biochemical, uHTS, fluorescence dequenching (AID 1986); inhibition, % at 20 µM, or IC50 in µM where a hit was titrated; 290,000 compounds, 0.3% hits; cell-free peptide binding, fluorescence dequenching, 30 min; higher % means a stronger effect; in the data active = inhibition mostly above about 52%, no sharp cut-off; inactive = mostly below about 76%; also: some results filed as inactive read as strong as hits
UTI89 phage lysis = protection from phage-mediated lysis, alamar blue read-out – E. coli UTI89, K1F phage, bacterial capsule biogenesis inhibitors (AID 488966); 340,000 compounds, 0.02% hits; E. coli UTI89 K1F phage lysis, alamar blue, 2 h; higher % means a stronger effect; inhibition, % at 100 µM; hits with a dose series show IC50 in µM;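 active = phage lysis inhibition, versus mean bacterial control, above a set limit; inconclusive = no clear call, values can overlap the other calls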;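 also: capsule biogenesis inhibitors block K1F phage lysis so surviving cells raise fluorescence; higher fluorescence means more inhibition of phage lysis; actives were called in the ten point dose series up to 300 µM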
NS5 inhibitors = flavivirus cap methylation enzyme inhibition – biochemical, confirmation dose response, primary screen (AID 588689); 340,000 compounds, 0.3% hits; Dengue-2 NS5 methyltransferase capping enzyme assay, biochemical; higher % means a stronger effect; inhibition, % at 25 µM, or IC50 in µM where a hit was titrated; in the data active = a potency from the dose series; inconclusive = inhibition above about 29% without an active follow-up result
PhoP inhibition = inhibitors of PhoP regulon expression, primary screen, Salmonella Typhimurium, GFP reporter (AID 1863) | S. Typhimurium PhoP-regulated promoter GFP reporter, 4 h; higher % means a stronger effect | inhibition, % at 50 µM; hits with a dose series show IC50 in µM | 300,000 compounds, 0.16% hits;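 active = inhibition over 29.93%, a cutoff 3 SD above the screen mean, later confirmed by dose response; inconclusive = inhibition over 29.93% but no dose response follow-up; inactive = inhibition at most 29.93% or unconfirmed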;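 also: 0% = low Mg2+ inducing control and 100% = high Mg2+ repressing control; strong numbers were not always called active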
GPR35 arrestin U2OS = GPR35 antagonists blocking zaprinast-driven arrestin recruitment, primary screen, imaging, U2OS, beta-arrestin-GFP, zaprinast agonist (AID 2058) | 290,000 compounds, 0.052% hits | one-dose inhibition, % at 10 µM; IC50 in µM for titrated hits | U2OS GPR35 beta-arrestin-GFP translocation imaging, zaprinast antagonism; higher % means a stronger effect;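 active = inhibition of at least 50% with at least 30 cells and total cytoplasm GFP at most 10,000,000; inconclusive = under 30 cells or total GFP of 10,000,000 plus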
RSV antiviral HEp-2 = inhibition of RSV-induced cytopathic effect – HEp-2 cells, primary 10 µM value included (AID 2391). CPE inhibition, % at 10 µM; hits with a dose series show IC50 in µM. 310,000 compounds, 0.13% hits. HEp-2 cells, RSV-induced CPE inhibition; higher % means a stronger effect; in the data active = a potency from the dose series; inconclusive = CPE inhibition mostly from about 23% at the one dose, without a potency; inactive = the rest, 99 in 100 with CPE inhibition below about 21%; also: strong numbers were not always called active
NS5 inhibitors pilot replicate = further read-out of NS5 inhibitors, marked with its call; inhibition, %; measured here: pilot screen replicate inhibition
Active calls of the source: *; ? = inconclusive; . = no result given; [ ] = another dose, or the depositor's remark.

SMILES	GPR55 LPI antagonism	MgcRacGAP inhibition	Large T inhibition	HIV fusion peptide	UTI89 phage lysis	NS5 inhibitors	PhoP inhibition	GPR35 arrestin U2OS	RSV antiviral HEp-2	others
CCOc1ccc(NC(=O)C2CCC(CNc3c(N4CCCCC4)c(=O)c3=O)CC2)cc1 (centres undefined)	6.7%	12.5%	4.4%	-1.2%	0.1%	-6.3%	-10.5%	-4.1%	3.2%
N#Cc1ccccc1CSCCNC(=O)Cc1c(F)cccc1Cl	-2.4%	4.7%	7.3%	-0.5%	0.2%	0.0%	-5.7%	10.0%	1.8%
O=c1nc2ccccc2c2n1CC(CN1CCN(C(c3ccccc3)c3ccccc3)CC1)N2 (centres undefined)	-5.7%	-5.6%	6.3%	-0.2%	-0.9%	-3.1%	-5.3%	18.7%	3.9%
COc1ccc(NC(=O)CC2Sc3ncnn3C2=O)cc1 (centres undefined)	1.5%	4.6%	13.4%	0.2%	-5.8%	0.7%	8.0%	0.4%	-1.8%
CC1CCN(CCCNC(=O)c2ccc(Cn3c(=S)[nH]c4ccc(Br)cc4c3=O)cc2)CC1	-2.1%	.	18.9%	-3.8%	.	.	2.7%	0.9%	6.5%
Cc1ccc(N)c(C(=O)CCCCC(=O)O)c1	0.5%	-4.4%	4.2%	0.5%	-0.1%	3.6%	-8.6%	-4.2%	2.2%
Fc1ccccc1COc1cccc(/C=N/n2cnnc2)c1	-2.9%	8.1%	-1.1%	1.1%	-0.1%	-11.6%	-4.0%	-4.9%	18.7%	NS5 inhibitors pilot replicate=-1.4
S=c1[nH]nc(Cc2ccc(Cl)cc2)o1	4.8%	8.5%	17.0%	-1.1%	1.2%	-0.8%	-7.6%	-1.5%	-0.6%
[O-]C1=N/[N+](=C/c2ccc(Cl)c(Cl)c2)CC1	-7.3%	10.8%	14.9%	-1.9%	1.1%	-1.1%	-9.3%	-5.3%	1.7%
Cc1cc(-c2nnc(CCC(=O)NCCc3ccccc3F)o2)no1	9.1%	-0.7%	-6.6%	-0.6%	0.2%	-2.9%	5.2%	0.2%	-0.2%
Cn1c(=O)c(NCCc2ccccc2)c2c3c(cccc31)C(=O)c1ccccc1-2	?	10.4%	4.1%	149.5%	3.6%	?	-206.1%	?	6.5%
CCN(C(=O)CN1CCCCC1)c1c(N)n(Cc2ccccc2)c(=O)[nH]c1=O	.	3.9%	.	.	-0.1%	-11.6%	.	.	-0.1%
COC(=O)NNC(=S)Nc1ccc(Br)cc1	11.9%	5.2%	6.2%	-2.3%	0.2%	0.8%	-1.0%	8.9%	2.4%
CC(=O)Nc1ccc(C(=O)OCC(=O)c2ccc(C)c([N+](=O)[O-])c2)cc1	5.7%	0.0%	1.3%	0.2%	0.6%	2.7%	6.8%	10.0%	2.6%
Cc1cc(C)n2c(SCc3ccc(C#N)cc3)nnc2n1	-10.0%	3.7%	8.3%	-3.4%	0.8%	-3.4%	6.6%	8.5%	0.2%	NS5 inhibitors pilot replicate=1.5
CC(NC(=O)c1ccccc1)C(=O)NC1=NCCS1 (centres undefined)	-0.8%	3.0%	-2.4%	-1.5%	0.4%	-3.2%	6.3%	-6.3%	0.5%
Cc1nn(-c2ccccc2)c(C)c1NC(=O)COC(=O)c1cc(Br)ccc1O	.	5.3%	4.2%	.	0.5%[50 µM]	-8.0%	-8.9%	.	-0.6%
CC(C)(C)c1ccc(CSc2nnc(-c3ccccc3NC(=O)c3ccccc3)o2)cc1	3.5%	14.9%	7.0%	-1.0%	3.0%	0.7%	3.8%	-8.5%	2.0%
Cn1c(SCC(=O)NNC(=O)Cc2ccccc2)nnc1-c1ccccc1	4.2%	3.7%	-4.0%	3.7%	-4.5%	1.5%	5.8%	-0.6%	1.3%
CC(CCc1ccccc1)NCc1ccc(Cl)cc1Cl (centres undefined)	14.6%	15.2%	-1.5%	1.3%	-2.0%	12.0%	-4.6%	-0.6%	-0.5%
Cc1cccc(-c2nc(C#N)c(NCc3ccco3)o2)c1	6.3%	8.9%	7.3%	0.4%	-1.3%	6.9%	-11.6%	-5.9%	53.3%
O=C(C1CCCCC1)N1CCCc2ccccc21	3.3%	6.6%	6.7%	2.5%	0.2%	-2.0%	4.5%	-3.2%	2.0%
Cc1ccc(Nc2nnc(SCC(=O)Nc3cc(C(=O)O)ccc3C)s2)c(C)c1	9.4%	16.3%	9.5%	2.7%	-0.1%[50 µM]	0.8%	-8.8%	1.8%	0.8%
Cc1[nH]nc(Sc2ccccn2)c1[N+](=O)[O-]	-1.2%	4.4%	-1.3%	0.9%	0.9%[50 µM]	-1.0%	4.1%	-2.5%	2.0%
Cc1ccc(NS(=O)(=O)c2cc(C(=O)NCc3ccccn3)ccc2Cl)cc1C	21.8%	3.2%	11.7%	2.9%	-1.6%	-10.9%	-6.4%	3.5%	10.8%
Cc1onc(-c2c(F)cccc2Cl)c1C(=O)OCN1C(=O)c2ccccc2C1=O	1.1%	19.7%	11.1%	-1.3%	0.8%	-6.6%	-5.7%	0.7%	-0.2%
N#CC1(NC(=O)COc2ccc3ccc(=O)oc3c2)CCCCC1	.	4.5%	18.8%	.	0.4%[50 µM]	-10.2%	-1.1%	.	1.8%
Cc1c(CN2CCC(n3nccc3NC(=O)CCc3ccccc3)CC2)cnn1C	-16.2%	4.0%	-0.2%	0.6%	0.4%	6.2%	0.7%	-18.1%	0.7%
C=CCn1c(SCC(=O)Nc2ccc(N3CCOCC3)cc2)nc2ccccc2c1=O	13.1%	12.4%	24.7%	-1.1%	-0.7%[50 µM]	-9.0%	-6.7%	6.2%	1.1%
CC1CCN(C(=O)COc2ccc(S(=O)(=O)N3CCCC3)cc2)CC1	13.2%	2.7%	11.7%	-0.2%	0.0%	-5.3%	-2.5%	-4.3%	1.5%
Cn1c(=O)n(C)c2cc(/C=C3/SC(=O)N(CC(=O)N4CCOCC4)C3=O)ccc21	-2.2%	3.5%	4.9%	1.0%	-0.6%	-6.9%	4.6%	-15.9%	5.3%
CN(C)S(=O)(=O)c1ccc(N2CCCC2)c(C(=O)N2CCN(S(=O)(=O)c3cccc(F)c3)CC2)c1	.	3.5%	10.1%	.	0.7%[50 µM]	-4.3%	-4.5%	.	-0.9%
CCCS(=O)(=O)N1CCCC(c2nc(-c3ccc(OC)cc3)no2)C1 (centres undefined)	7.4%	1.4%	14.3%	1.3%	4.8%	-2.1%	3.1%	1.6%	1.8%
Cc1ccc(OCC(=O)Nc2ccc(N3CCN(C(=O)c4ccc(C)cc4)CC3)cc2)cc1	9.1%	3.3%	4.1%	4.1%	0.5%	-4.9%	-0.4%	-3.1%	2.2%
Nc1nc2c(s1)CC(c1ccccc1)CC2 (centres undefined)	8.8%	13.5%	8.2%	4.4%	2.1%[50 µM]	2.7%	23.2%	-3.9%	21.4%
COc1cc(S(=O)(=O)NCc2ccncc2)c(OC)cc1Br	-7.0%	3.7%	25.7%	-1.1%	1.1%[50 µM]	-3.2%	0.0%	-0.6%	8.5%
CC1CCCCN1C(=O)CSc1nc2ccccc2[nH]1 (centres undefined)	-6.5%	1.7%	6.5%	-0.2%	0.4%	-3.7%	9.8%	-6.6%	0.2%
COC(=O)c1ccc2c(c1)NC(=O)c1ccccc1S2	3.7%	8.6%	9.5%	1.5%	0.0%	-6.8%	-7.0%	5.8%	-1.7%
CCC(C)(C)n1nnnc1C(c1ccc2ncccc2c1)N1CCCCCC1 (centres undefined)	-15.0%	4.6%	3.8%	1.8%	0.6%	-3.2%	3.6%	-0.4%	0.3%
Cc1nn(C(C)C(=O)NCCN2CCCC2)c(=O)c2c1sc1ccccc12 (centres undefined)	5.7%	8.7%	4.6%	1.6%	0.1%	-1.4%	0.0%	17.9%	.
COc1cc2c(cc1NC(=O)c1cc(-c3ccncc3)nc3ccc(C)cc13)oc1ccccc12	-1.2%	-0.3%	11.8%	2.8%	3.3%	-6.4%	-2.0%	6.9%	0.7%
O=[N+]([O-])c1cnc(N2CCCCC2)c([N+](=O)[O-])c1	20.0%	5.9%	8.7%	1.4%	2.7%	-2.2%	-22.6%	-4.0%	1.9%
CC(=O)Nc1ccc(NC(=O)C(C)OC(=O)CSc2ccc(Br)cc2C)cc1 (centres undefined)	16.1%	6.5%	20.8%	1.8%	1.4%[50 µM]	4.5%	3.4%	0.5%	0.5%
CC(=O)c1ccc(N2CCN(S(=O)(=O)c3ccccc3)CC2)c(F)c1	11.9%	-3.3%	25.3%	-1.9%	0.4%	.	-3.7%	4.2%	-0.1%

Quoted at random: two entries already listed, in no set order.
SMILES	GPR55 LPI antagonism	MgcRacGAP inhibition	Large T inhibition	HIV fusion peptide	UTI89 phage lysis	NS5 inhibitors	PhoP inhibition	GPR35 arrestin U2OS	RSV antiviral HEp-2	others
N#Cc1ccccc1CSCCNC(=O)Cc1c(F)cccc1Cl	-2.4%	4.7%	7.3%	-0.5%	0.2%	0.0%	-5.7%	10.0%	1.8%
Cc1[nH]nc(Sc2ccccn2)c1[N+](=O)[O-]	-1.2%	4.4%	-1.3%	0.9%	0.9%[50 µM]	-1.0%	4.1%	-2.5%	2.0%

Among those listed so far, these have a Cl atom:
SMILES	GPR55 LPI antagonism	MgcRacGAP inhibition	Large T inhibition	HIV fusion peptide	UTI89 phage lysis	NS5 inhibitors	PhoP inhibition	GPR35 arrestin U2OS	RSV antiviral HEp-2	others
N#Cc1ccccc1CSCCNC(=O)Cc1c(F)cccc1Cl	-2.4%	4.7%	7.3%	-0.5%	0.2%	0.0%	-5.7%	10.0%	1.8%
S=c1[nH]nc(Cc2ccc(Cl)cc2)o1	4.8%	8.5%	17.0%	-1.1%	1.2%	-0.8%	-7.6%	-1.5%	-0.6%
[O-]C1=N/[N+](=C/c2ccc(Cl)c(Cl)c2)CC1	-7.3%	10.8%	14.9%	-1.9%	1.1%	-1.1%	-9.3%	-5.3%	1.7%
CC(CCc1ccccc1)NCc1ccc(Cl)cc1Cl (centres undefined)	14.6%	15.2%	-1.5%	1.3%	-2.0%	12.0%	-4.6%	-0.6%	-0.5%
Cc1ccc(NS(=O)(=O)c2cc(C(=O)NCc3ccccn3)ccc2Cl)cc1C	21.8%	3.2%	11.7%	2.9%	-1.6%	-10.9%	-6.4%	3.5%	10.8%
Cc1onc(-c2c(F)cccc2Cl)c1C(=O)OCN1C(=O)c2ccccc2C1=O	1.1%	19.7%	11.1%	-1.3%	0.8%	-6.6%	-5.7%	0.7%	-0.2%
